TRb-SRC2 inh: inhibitors of human thyroid hormone receptor beta-SRC2 interaction; P10828; TRbeta-SRC2 peptide binding, fluorescence polarization; receptor liganded with 1 µM T3; Potency, µM (series often up to 106 µM), without a hit: at the highest dose activity change, negative = inhibition, usual class: inhibitors; actives 0.065% (n = 280,000); AID 1469;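 note: plate controls were bound peptide for no effect and peptide without receptor for full effect; nearly all actives have a fitted effect of over 50% in size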
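Assay buffer: 20 mM Tris-HCl, 100 mM NaCl, 10% glycerol, 1 mM EDTA, 0.01% NP-40, 1 mM DTT, 1 uM T3, 5% DMSO; TRb LBD 0.6 uM, Texas Red SRC2 20 nM; FP after 5 hr.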
Tau fibril ThT: inhibitors of human tau fibril formation, thioflavin T binding | actives 2.1% (n = 270,000) | P10636 | recombinant tau K18 P301L, heparin-induced fibrillization, ThT fluorescence | Potency, µM (series often up to 57.4 µM), without a hit: at the top dose activity, negative = inhibition, most hits filed as inhibitors | AID 1460; note: nearly all actives have a fitted effect of over 55% in size
Target sequence (P10636 561-689 P618L limits assumed): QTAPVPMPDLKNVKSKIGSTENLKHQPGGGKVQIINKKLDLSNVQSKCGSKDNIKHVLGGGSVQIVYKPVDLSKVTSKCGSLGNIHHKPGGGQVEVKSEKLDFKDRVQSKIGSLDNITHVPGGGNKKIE
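ThT emission at 510 nm, taken 1 hr after adding 30 uM dye, quantifies aggregates formed when 20 uM heparin acts on human tau K18 P301L for 6 hr at 37 C.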
L3MBTL1 inh: inhibitors of human L3MBTL1. Potency, µM (top dose mostly 57.1 µM), for inactives: top-dose activity, negative = inhibition, actives largely listed as inhibitors. Q9Y468. AlphaScreen L3MBTL1–H3K9me1 peptide binding. AID 485360. actives 0.66% (n = 230,000); note: nearly all actives have a fitted effect of over 60% in size
Target sequence (Q9Y468 whole entry, looked up): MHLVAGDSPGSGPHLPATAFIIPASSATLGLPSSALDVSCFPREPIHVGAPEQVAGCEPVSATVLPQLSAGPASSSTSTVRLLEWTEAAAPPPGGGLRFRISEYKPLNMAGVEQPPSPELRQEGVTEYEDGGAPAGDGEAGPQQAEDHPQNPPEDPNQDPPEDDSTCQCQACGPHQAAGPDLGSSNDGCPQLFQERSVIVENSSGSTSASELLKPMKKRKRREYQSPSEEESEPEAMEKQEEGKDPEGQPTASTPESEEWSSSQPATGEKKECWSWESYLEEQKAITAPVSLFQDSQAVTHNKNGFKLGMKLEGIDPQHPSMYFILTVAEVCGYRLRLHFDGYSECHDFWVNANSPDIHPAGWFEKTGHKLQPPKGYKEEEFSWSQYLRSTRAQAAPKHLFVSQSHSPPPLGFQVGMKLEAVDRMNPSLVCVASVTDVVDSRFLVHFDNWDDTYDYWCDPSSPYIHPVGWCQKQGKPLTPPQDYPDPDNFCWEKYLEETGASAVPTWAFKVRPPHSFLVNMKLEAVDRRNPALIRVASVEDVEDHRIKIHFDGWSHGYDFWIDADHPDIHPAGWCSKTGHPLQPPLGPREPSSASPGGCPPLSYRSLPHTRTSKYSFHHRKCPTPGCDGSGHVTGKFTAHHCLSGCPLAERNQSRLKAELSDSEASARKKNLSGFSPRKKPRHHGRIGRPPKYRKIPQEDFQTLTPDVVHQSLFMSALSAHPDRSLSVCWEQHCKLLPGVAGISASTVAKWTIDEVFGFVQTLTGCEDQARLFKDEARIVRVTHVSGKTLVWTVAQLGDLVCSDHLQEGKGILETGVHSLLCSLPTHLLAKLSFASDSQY
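L3MBTL1 50 nM + b-AHA-H3(1-15)K9me1 75 nM, 30 min RT; compound added, 30 min RT; streptavidin donor/Ni-chelate acceptor beads 10 ug/mL each final, 30 min RT dark; AlphaScreen read.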
JMJD2E inh: JMJD2E (human) inhibition | AID 2147 | Potency, µM (doses to about 57.1 µM), without a hit: at the highest dose activity change, negative = inhibition, most hits filed as inhibitors | B2RXH2 | JMJD2E catalytic domain, FDH-coupled NADH fluorescence (FDH is formaldehyde dehydrogenase) | actives 1.6% (n = 230,000); active = well fitted inhibition curve with a large enough effect, not every such curve was filed as active; inconclusive = small, poorly fitted or top-dose-only effect, or another doubt; inactive = no such curve, though single readings can be large or run the other way;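 note: 0% = wells with enzyme and -100% = buffer wells without enzyme; nearly all actives have a fitted effect of over 50% in size; many of its hits are not listed in these tables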
RGS12 GoLoco inh: blocks human Gai1 binding to RGS12 GoLoco peptide, red readout. P63096. Gai1:RGS12 GoLoco peptide FP, rhodamine, 10 min. Potency, µM (doses to about 61.6 µM), for inactives: at the top dose activity, negative = inhibition, actives largely listed as inhibitors. actives 0.44% (n = 230,000); active = well fitted inhibition curve with a large enough effect, not every such curve was filed as active; inactive = no such curve, though single readings can be large or run the other way; note: nearly all actives have a fitted effect of over 30% in size; many of its hits are not listed in these tables
RECQ1 inh: RECQ1 (human) helicase inhibition | actives 0.54% (n = 240,000) | P46063 | RECQ1 DNA unwinding, red fluorescence kinetic read | AID 2549 | Potency, µM (highest dose often 57.3 µM), for inactives: at the highest dose activity, negative = inhibition, actives largely listed as inhibitors;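 note: plate controls were vehicle for no effect and no enzyme for full effect; nearly all actives have a fitted effect of over 30% in size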
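RECQ1T1 50 nM; forked duplex (20 bp + 30-nt ss tails) 200 nM, ATP 2 mM final; pH 8.0, 2 mM MgCl2, 2.5 ug/ml poly(dI-dC); 15 min compound preincubation; discontinuous kinetic read over 2 h at RT.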
Tau FP inhib: blocks human tau fibril formation measured by polarization; actives 0.39% (n = 280,000); P10636; AID 1468; Potency, µM (top dose mostly 57.7 µM), inactives show at the highest dose activity, negative = inhibition, most hits filed as inhibitors; K18 P301L tau heparin fibrillization, Alexa594 FP, 6 h; note: nearly all actives have a fitted effect of over 55% in size
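Compound effects on tau fibrillization are measured by Alexa 594 fluorescence polarization (ex 555, em 632 nm). K18 P301L tau is used at 15 uM with 0.24 uM labeled tracer, and 20 uM heparin induces aggregation over 6 hr at 37 C.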
TR SRC2 fluor cs: counter-screen for TRb-SRC2 inhibitors: fluorescence interference; AID 1479; Potency, µM (highest dose often 106 µM), inactives show at the top dose fluorescence change, negative = quenching; actives 0.29% (n = 280,000); TRb/SRC2 Texas Red total fluorescence interference; active = well fitted curve in either direction with a large enough effect; inconclusive = small, poorly fitted or top-dose-only effect
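Human TRb ligand-binding domain at 0.6 uM with 20 nM Texas Red SRC2 peptide in Tris buffer containing 1 uM T3 and 5% DMSO, incubated with compound 5 h at ambient temperature. Total fluorescence (555/632 nm) calculated as parallel + 2 × perpendicular.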
* marks the source's active call; other numbers are inactive results; i = inactive; ? = inconclusive; . = not tested or not shown; & = joins results of further samples; [ ] = another dose, or the depositor's remark. Unless noted, calls come from the whole dose curve; as a rule, active = well fitted curve in the direction sought with a large enough effect; inconclusive = small, poorly fitted or top-dose-only effect, or another doubt; inactive = no such curve, though single readings can be large; an effect the other way counts as inactive or inconclusive. Unless noted, % is set by controls: 0 for no effect and ±100 for the full control effect; potency is the fitted concentration of half-maximal effect.

SMILES	TRb-SRC2 inh	Tau fibril ThT	L3MBTL1 inh	JMJD2E inh	RGS12 GoLoco inh	RECQ1 inh	Tau FP inhib	TR SRC2 fluor cs
Cc1ccccc1N(C(=O)Cc1ccsc1)C(C(=O)NC1CCCCC1)c1ccc(F)cc1 (stereo unspecified)	3%	-12%	-7%	-7%	-12%	-4%	0%	0%
Cc1csc(NC(=O)CSc2nc3[nH]ncc3c(=O)[nH]2)n1	2%	2%	.	-6%	7%	-13%	-6%	-2%
CN(C)c1ccc(NC(=O)Cn2cc3c(n2)CCCC3)cc1	-13%	?	-13%	-5%	12%	i	3%	1%
CCC(C)(C)NC(=O)C(c1ccccn1)N(C(=O)c1csnn1)c1ccccc1 (stereo unspecified)	-5%	0%	-2%	-2%	6%	i	-1%	1%
O=C(NNC(=O)c1cc2cc(OC(F)(F)F)ccc2[nH]1)c1ccc(Cl)cc1	0%	-10%	2%	-4%	-19%	-2%	?	-2%
COc1cccc(-n2c(SCC(=O)N3CCOCC3)nnc2-c2c[nH]c3ccccc23)c1	-2%	-5%	.	2%	4%	-9%	-2%	-1%
CC(=O)Nc1ccc(-c2nnn(CC(=O)c3ccccc3)n2)cc1Cl	-6%	-10%	-1%	-6%	1%	i	-8%	-3%
O=CNNC(=O)c1cccc([N+](=O)[O-])c1	0%	-11%	12%	1%	45%[activator]	-6%	5%	0%
CCOc1ccc(-c2[nH]nc3c2C(c2ccc4c(c2)OCO4)C(C#N)=C(N)O3)cc1OC (stereo unspecified)	-2%	0%	.	-7%	-9%	-1%	6%	0%
COc1ccc(-n2nc3c(N4CCC(C(=O)NCc5ccccc5C)CC4)nnc(C)c3c2C)cc1	-7%	-6%	8%	.	.	.	-10%	0%
Cc1cc(C)nc(NC(=O)CSc2nc3cc(Cl)ccc3s2)n1	-2%	-22%	.	3%	12%	i	1%	-1%
COc1cc(C(=O)Nc2ccc(S(=O)(=O)Nc3onc(C)c3C)cc2)cc(OC)c1OC	-4%	3%	52%[activator]	-3%	-3%	i	-5%	-10%
O=C(CSc1nnc(-c2c[nH]c3ccccc23)o1)N1c2ccccc2CCc2ccccc21	-5%	7%	-13%	-1%	-5%	7%	-9%	-2%
COc1ccc(-c2cn3c(n2)sc2cc(C(=O)Nc4ccc(C)cc4C)ccc23)cc1	0%	5%	.	.	.	.	?	4%
CCCSc1nc(N2CCCC2)c2c(c1C#N)CC(C)(C)OC2	2%	-10%	-3%	-27%	-8%	11%	-1%	-4%
CCN(CC)C(=O)N1CCN(S(=O)(=O)c2ccccc2)CC1	5%	6%	3%	1%	13%	3%	6%	0%
COc1ccccc1N1CCN(C(=O)CSc2nc3ccccc3nc2Cc2ccccc2)CC1	-2%	-12%	.	.	.	.	6%	0%
C/C(=N\Nc1ccccn1)c1ccc(S(=O)(=O)NCc2ccco2)cc1	-2%	?	-19%	-3%	-15%	-6%	-4%	-1%
Cc1cc(NC(=O)CSc2nnnn2Cc2ccccc2)no1	-3%	-8%	12%	6%	12%	-7%	6%	1%
Cc1cc(C)cc(NC(=S)N2CCN(Cc3ccccc3)CC2)c1	-4%	-4%	-17%	12%	13%	i	5%	-2%
CCOc1ccc(-n2c(SC(C)C(=O)OC)nc3c([nH]c4ccccc43)c2=O)cc1 (stereo unspecified)	2%	-1%	.	.	.	.	-7%	-2%
Oc1ccc2ccccc2c1N=Nc1ccccn1	4%	5µM*	10µM*	?	31%[activator]	i	4%	-14%
N#Cc1c(N)nc(-c2ccccc2)nc1-c1ccccc1	-4%	-4%	8%	-29%	11%	i	-6%	-1%
CCOC(=O)c1nccnc1C(=O)Nc1cccc(C(F)(F)F)c1	-3%	2%	.	-4%	5%	i	-2%	-3%
Cc1csc(SCC(=O)O)n1	6%	7%	3%	2%	-3%	-4%	-3%	-1%

Entries listed so far containing a Cl atom (three):
SMILES	TRb-SRC2 inh	Tau fibril ThT	L3MBTL1 inh	JMJD2E inh	RGS12 GoLoco inh	RECQ1 inh	Tau FP inhib	TR SRC2 fluor cs
O=C(NNC(=O)c1cc2cc(OC(F)(F)F)ccc2[nH]1)c1ccc(Cl)cc1	0%	-10%	2%	-4%	-19%	-2%	?	-2%
CC(=O)Nc1ccc(-c2nnn(CC(=O)c3ccccc3)n2)cc1Cl	-6%	-10%	-1%	-6%	1%	i	-8%	-3%
Cc1cc(C)nc(NC(=O)CSc2nc3cc(Cl)ccc3s2)n1	-2%	-22%	.	3%	12%	i	1%	-1%

Continued.
SMILES	TRb-SRC2 inh	Tau fibril ThT	L3MBTL1 inh	JMJD2E inh	RGS12 GoLoco inh	RECQ1 inh	Tau FP inhib	TR SRC2 fluor cs
COC(=O)c1c(NC(=O)CCCOc2ccccc2C)sc2c1CCC2	-6%	-18%	.	.	.	.	-4%	7%
COc1ccc(OC)c(-c2cc(C(=O)N3CCN(c4ccccc4)CC3)no2)c1	8%	-9%	-10%	?	3%	-14%	6%	1%
CCN(CCO)Cc1csc2c(Br)cccc12	-9%	-10%	3%	4%	3%	-6%	-1%	-5%
CCn1c(=O)cc(SCC(=O)NCc2ccccn2)c2ccccc21	3%	-5%	2%	?	-12%	i	-5%	0%
Cc1nn(-c2ccccc2)c(C)c1/C=N/n1c(-c2ccc(Cl)cc2)n[nH]c1=S	10%	4%	-5%	-4%	12%	2%	9%	1%
CCCOc1ccc(N2C(=O)CC(N(C(=O)c3ccco3)c3ccc(OCCC)cc3)C2=O)cc1 (stereo unspecified)	0%	?	.	-3%	5%	i	-6%	2%
O=C1Cc2c([nH]c3ccc(Br)cc23)-c2ccccc2N1	6%&-4%&-4%	1%&-22%&-16%	.	?	1%&19%&7%	-3%&1%	-16%&-7%&-8%	?
O=c1n(-c2ccccc2)c(=O)n(Cc2ccccn2)n1Cc1ccccn1	-10%	1%	3%	-1%	16%	-3%	0%	-2%
c1ccc2c(c1)ncn2CCn1cnc2ccccc21	-11%	-4%	1%	4%	7%	-12%	1%	1%
CC1C(=O)OC2CC34C5CC(C(C)(C)C)C36C(OC(=O)C6O)OC4(C(=O)O5)C21O (stereo unspecified)	-7%	-3%	.	4%	5%	4%	0%	-1%
COc1ccc(C)cc1NS(=O)(=O)c1c(C)nc2sc(C)cn2c1=O	4%	7%	.	.	.	.	0%	-3%
c1ccc(-c2cn(-c3ccccc3)c3ncnc(NCCCN4CCOCC4)c23)cc1	5%	-12%	.	-2%	3%	1%	1%	-1%
O=[N+]([O-])c1cc2c(c(CSc3ncccn3)c1)OCOC2	-2%	-2%	-4%	12%	3%	-4%	-9%	-1%
N#CC1=C(N)Oc2cc(N)ccc2C1c1ccsc1 (stereo unspecified)	1%	-7%	1%	3%	8%	i	15%	-5%
CC(C)OC(=O)c1nnc(Cc2ccc(F)cc2)o1	3%	1%	-3%	1%	11%	-9%	-15%	1%
Cc1ccc(S(=O)(=O)NC2(C(F)(F)F)NC(=O)N(c3ccc(F)cc3)C2=O)cc1 (stereo unspecified)	-2%	-2%	.	.	.	.	6%	-1%
Cc1ccc(C(=O)N2CCC3(CC2)Oc2ccc(F)cc2C(=O)C32CC(c3ccc(Cl)cc3)=NO2)s1 (stereo unspecified)	3%	?	.	10%	3%	i	1%	-3%
CCOc1ccc(-c2n[nH]c3c2C(c2ccccc2OC)N(c2ccc(Br)cc2)C3=O)cc1 (stereo unspecified)	-2%	-7%	.	.	.	.	?	-1%
Cc1ccc(O)c(NC(=O)c2cc(-c3ccccc3O)no2)c1	-2%	7%	.	.	.	.	-2%	4%
CC(C)c1ccc(NC(=O)C(NS(=O)(=O)c2ccc3c(c2)CCC(=O)N3)c2ccccc2)cc1 (stereo unspecified)	0%	-3%	.	.	.	.	-16%	-6%
O=C1c2[nH]nc(-c3ccccc3O)c2C(c2ccccc2F)N1Cc1cccnc1 (stereo unspecified)	-1%	-4%	.	.	.	.	-15%	-1%
CCNc1nc2[nH]c(=O)c3c(c2s1)OC(N)=C(C#N)C3c1ccc(C)cc1 (stereo unspecified)	0%	?	-6%	?	11%	-2%	1%	-4%
COC(=O)CSc1nc(NC#N)nc(NC(C)C)n1	-2%	-4%	12%	10%	7%	-2%	-6%	1%
CCN(CC#CCC(O)(c1ccccc1)C1CCCC1)C(C)C (stereo unspecified)	-9%	6%	-5%	4%	-14%	-4%	-3%	-6%
NC(=O)NC(Cc1ccccc1)C(=O)Nc1ccc(S(N)(=O)=O)cc1 (stereo unspecified)	9%	-3%	.	-2%	0%	-11%	10%	-1%

Remaining list, next part.
SMILES	TRb-SRC2 inh	Tau fibril ThT	L3MBTL1 inh	JMJD2E inh	RGS12 GoLoco inh	RECQ1 inh	Tau FP inhib	TR SRC2 fluor cs
CC(=O)Nc1nonc1-c1nc2ccccc2n1CCC#N	-2%	-6%	-5%	?	3%	-2%	3%	-8%
Cc1cc(C)cc(N(CC(=O)NCc2cccnc2)S(C)(=O)=O)c1	-15%	-1%	3%	0%	2%	0%	-2%	0%
NS(=O)(=O)c1ccc(Oc2ccc(S(N)(=O)=O)cc2)cc1	3%	4%	3%	2%	5%	0%	3%	0%
CC(C)(C)OC(=O)Nc1ncnc2c1ncn2C1OC(CO)C2OC(C)(C)OC21 (stereo unspecified)	6%	.	.	-19%	-1%	-8%	13%	-4%
O=C(N/N=C/c1coc2ccccc2c1=O)c1cc2ccccc2o1	-5%	?	0%	-5%	4%	-2%	-6%	0%
O=S(=O)(c1ccc2ccccc2c1)N1CCC(c2nc(-c3ccncc3)no2)CC1	-2%	5%	8%	?	-8%	0%	-5%	-1%
CC(C)CNC(=S)N1CCC(NC(=O)C23CC4CC(CC(C4)C2)C3)CC1	6%	-7%	-1%	-2%	6%	-1%	-8%	-3%
COc1ccc(C(=O)Nc2cc(S(=O)(=O)c3ccc(Cl)cc3)c(O)c(C)c2C)cc1	0%	0%	.	.	.	.	-10%	5%
COc1ccc(/C=C(\NC(=O)c2ccc(OC)cc2)C(=O)NC(CCSC)C(=O)O)cc1 (stereo unspecified)	-8%	-2%	.	-1%	13%	i	7%	-3%
CN1OC(Cn2cc(C#N)c(=O)n(C)c2=O)CC1c1ccccc1 (stereo unspecified)	4%	3%	21%	4%	5%	i	0%	3%

Some of the compounds tested; count on the stated rates, not on these rows.
